Source: PubChem
GC-A act = GC-A stimulated cGMP production enhancers – HEK293 GC-A cells, cGMP TR-FRET, EC30 ANP, primary screen | Atrial natriuretic peptide receptor 1 (Homo sapiens), P16066 | 370,000 compounds, 0.14% hits | activation, % at 10 µM | AID 1671463, 2021 | 0% at EC30 ANP, 100% saturating ANP; in the data active = activation above about 40%
ASAP1 inh = inhibitors of human ASAP1 ArfGAP activity, primary screen, biochemical, fluorescence polarization; 360,000 compounds, 0.19% hits; Arf-GAP with SH3 domain, ANK repeat and PH domain-containing protein 1 (Homo sapiens), …; ASAP1-stimulated ARF1 GTP hydrolysis, GDP FP detection; inhibition, % at 16.5 µM; in the data active = inhibition above about 25%;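 note: 0% = vehicle with enzyme and substrate and 100% = no enzyme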
Target sequence (Q9ULH1 325-724 limits assumed): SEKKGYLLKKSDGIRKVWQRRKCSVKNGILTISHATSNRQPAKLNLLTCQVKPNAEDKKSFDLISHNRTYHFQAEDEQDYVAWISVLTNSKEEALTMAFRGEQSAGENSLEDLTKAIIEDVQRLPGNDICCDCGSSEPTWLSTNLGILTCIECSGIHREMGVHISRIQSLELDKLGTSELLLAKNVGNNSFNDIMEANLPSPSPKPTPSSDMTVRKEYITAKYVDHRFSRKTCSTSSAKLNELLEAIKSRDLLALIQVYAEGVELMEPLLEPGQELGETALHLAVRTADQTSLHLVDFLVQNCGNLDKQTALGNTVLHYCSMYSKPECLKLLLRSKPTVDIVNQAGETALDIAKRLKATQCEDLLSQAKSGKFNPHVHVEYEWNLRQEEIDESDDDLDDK
sPLA2-III inh = human group III sPLA2 inhibitors, primary screen, biochemical, QFRET, BODIPY PC-A2 liposome substrate; inhibition, % at 12.2 µM; Group 3 secretory phospholipase A2 (Homo sapiens), Q9NZ20; QFRET BODIPY PC-A2 liposome hydrolysis, fluorescence; 370,000 compounds, 0.56% hits; AID 743126, 2013;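 active = inhibition above mean plus 3 SD of compounds lying within the high and low control bounds, cut at about 19% in these data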;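 note: 0% = median of test compound wells and 100% = no enzyme DMSO wells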
rCAG binder = binders of r(CAG) RNA repeats, primary screen, biochemical, fluorescence; r(CAG) RNA repeat, TO-PRO-1 dye displacement fluorescence; inhibition, % at 3 µM; 370,000 compounds, 1.3% hits; AID 651821, 2012;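 active = inhibition above the plate cutoff, the mean of all test compounds on that plate plus 3 SD, cut at about 35% in these data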;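 note: 0% = DMSO alone and 100% = 100 µM mitoxantrone as full dye displacement; higher means more dye released from RNA so lower well fluorescence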
proKLK7 act = proKLK7 zymogen activators, primary screen, biochemical, fluorescence intensity; AID 652039, 2013; purified proKLK7, EDANS-DABCYL substrate fluorescence; 100% is mature enzyme control, 0% vehicle; activation, % at 7 µM; Kallikrein-7 (Homo sapiens), P49862; 370,000 compounds, 0.9% hits;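 active = activation above the mean of all tested compounds plus 3 SD, computed per campaign excluding outliers beyond control limits, cut at about 13% in these data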
Target sequence (P49862 whole entry, looked up): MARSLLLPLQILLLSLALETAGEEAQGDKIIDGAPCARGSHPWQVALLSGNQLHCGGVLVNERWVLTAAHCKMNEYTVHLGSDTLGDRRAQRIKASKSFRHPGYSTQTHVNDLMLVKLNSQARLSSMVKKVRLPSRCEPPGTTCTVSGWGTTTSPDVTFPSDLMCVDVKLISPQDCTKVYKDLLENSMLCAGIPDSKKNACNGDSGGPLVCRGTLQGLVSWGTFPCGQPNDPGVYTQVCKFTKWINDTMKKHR
ARFGAP1 inh = inhibitors of rat ARFGAP1 GAP activity, primary screen, biochemical, fluorescence polarization, GDP tracer. ADP-ribosylation factor GTPase-activating protein 1 (Rattus norvegicus), Q62848. Arfgap1-stimulated ARF1 GTP hydrolysis, GDP FP detection. inhibition, % at 16.5 µM. 360,000 compounds, 0.26% hits. AID 651572, 2012;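 active = inhibition above a per-plate limit, mean inhibition of low control wells plus 3 SD, cut at about 25% in these data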;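 note: 0% = DMSO wells with enzyme and 100% = wells lacking Arfgap1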
Target sequence (Q62848 1-136 limits assumed): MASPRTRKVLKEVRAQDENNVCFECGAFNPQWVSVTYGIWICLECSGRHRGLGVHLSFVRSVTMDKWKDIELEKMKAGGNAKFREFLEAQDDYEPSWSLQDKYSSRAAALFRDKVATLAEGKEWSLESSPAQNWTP
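System: truncated rat Arfgap1 GAP domain / Benchmarks: high control wells lacking Arfgap1, low control full reaction with DMSO / Times: compound-enzyme preincubation 20 min, reaction 120 min, detection 60 min, 25 °C / Repeats: one replicate per compound / Also added: human ARF1(Δ1-17)-GTP substrate / Measured by: Tracer-displacement fluorescence polarization with EDTA stop, 620/688 nm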
FXN GAA850 act = FXN promoter activators, primary screen, cell-based, luciferase luminescence, HEK293 lucGAA850 | HEK293 lucGAA850 FXN promoter luciferase reporter, 24 h; percent of 10 µM SAHA response | AID 540364, 2011 | 360,000 compounds, 0.56% hits | activation, % at 6 µM;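 active = activation above the average of all compounds screened plus 3 SD, cutoff fixed separately per campaign, cut at about 7.5% in these data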;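 note: 0% = DMSO wells and 100% = 10 µM SAHA wells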
ADAM10 inh = human ADAM10 inhibitors, primary screen, biochemical, QFRET, HTS. Disintegrin and metalloproteinase domain-containing protein 10 (Homo sapiens), O14672. recombinant ADAM10, EDANS/DABCYL FRET peptide cleavage, 3 h. inhibition, % at 7 µM. 370,000 compounds, 0.62% hits. AID 720582, 2013;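 active = inhibition above a per-campaign cutoff equal to the mean of compounds falling between control-based bounds plus 3 SD, cut at about 20% in these data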;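 note: 0% = DMSO wells while the 100% control is not disclosed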
DDE Tn6 FP inh = inhibitors of Tn6 peptide binding to fibrin DD(E), primary screen, biochemical, fluorescence polarization, human fibrin, Tn6 probe | Fibrinogen beta chain (Homo sapiens), P02675 | Fibrin DD(E) TRITC-Tn6 fluorescence polarization displacement | inhibition, % at 8.3 µM | 370,000 compounds, 0.21% hits;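 active = inhibition above a per-campaign cutoff: mean of compounds within control limits plus 3 SD, cut at about 15% in these data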;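 note: 0% = median of all compound wells on the plate and 100% = blocking peptide control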
GC-B act = human GC-B receptor activators, primary screen, HEK293 GC-B cells, cGMP TR-FRET, EC30 CNP | Atrial natriuretic peptide receptor 2 (Homo sapiens), P20594 | 0% at EC30 CNP, 100% saturating CNP | activation, % at 10 µM | 370,000 compounds, 0.11% hits | AID 1920062, 2024;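 active = activation at 10 µM reaching about 35% in either raw or pattern-adjusted values, limit read from the data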
Active calls of the source: *.

Start of the data: the first 2 records, ahead of the listing:
How did COc1cccc(C(=O)Nc2ccc(C(=O)O)cc2)c1 do in these assays?
GC-A act: 0; ASAP1 inh: -7; sPLA2-III inh: 5; rCAG binder: 2; proKLK7 act: 0.1; ARFGAP1 inh: -7; FXN GAA850 act: 1.4; ADAM10 inh: -7; DDE Tn6 FP inh: 0; GC-B act: -4

Results for COc1cc(CNCC(O)c2ccccc2)ccc1OCc1ccc(Cl)nc1 (configuration not stated) ?
GC-A act: -2; ASAP1 inh: 1; sPLA2-III inh: -11; rCAG binder: -1; proKLK7 act: 0.3; ARFGAP1 inh: -8; FXN GAA850 act: 0.1; ADAM10 inh: 5; DDE Tn6 FP inh: 3; GC-B act: -3

The listing, repeating the preview:
How did COc1cccc(C(=O)Nc2ccc(C(=O)O)cc2)c1 do in these assays?
GC-A act: 0; ASAP1 inh: -7; sPLA2-III inh: 5; rCAG binder: 2; proKLK7 act: 0.1; ARFGAP1 inh: -7; FXN GAA850 act: 1.4; ADAM10 inh: -7; DDE Tn6 FP inh: 0; GC-B act: -4

Results for COc1cc(CNCC(O)c2ccccc2)ccc1OCc1ccc(Cl)nc1 (configuration not stated) ?
GC-A act: -2; ASAP1 inh: 1; sPLA2-III inh: -11; rCAG binder: -1; proKLK7 act: 0.3; ARFGAP1 inh: -8; FXN GAA850 act: 0.1; ADAM10 inh: 5; DDE Tn6 FP inh: 3; GC-B act: -3

What do the screens show for `CC(C)N1CCc2c(sc(NC(=O)c3ccc(C(=O)c4ccccc4)cc3)c2C(N)=O)C1`?
GC-A act: 6; ASAP1 inh: 0; sPLA2-III inh: -8; rCAG binder: 1; proKLK7 act: 0.5; ARFGAP1 inh: 2; FXN GAA850 act: 2.1; ADAM10 inh: -2; DDE Tn6 FP inh: 0; GC-B act: -1

What do the screens show for `NS(=O)(=O)c1ccc(-c2ccc(/C=C3\SC(=S)N(C4CCS(=O)(=O)C4)C3=O)o2)cc1` (configuration not stated)?
GC-A act: -4; ASAP1 inh: 12; sPLA2-III inh: -3; rCAG binder: 35*; proKLK7 act: 0.3; ARFGAP1 inh: 5; FXN GAA850 act: -2.9; ADAM10 inh: -16; DDE Tn6 FP inh: 3; GC-B act: 0

How did O=C1c2ccccc2C(=O)N1CCC(c1ccc(F)cc1)c1ccco1 (configuration not stated) do in these assays?
GC-A act: 0; ASAP1 inh: -1; sPLA2-III inh: -9; rCAG binder: 16; proKLK7 act: -0.5; ARFGAP1 inh: -3; FXN GAA850 act: 0.7; ADAM10 inh: -2; DDE Tn6 FP inh: 4; GC-B act: 2

What do the screens show for `CN(C)CCCNc1nc2cc(-c3cnn(C)c3)sc2c(=O)n1C`?
GC-A act: -2; ASAP1 inh: -5; sPLA2-III inh: 7; rCAG binder: 4; proKLK7 act: -1.1; ARFGAP1 inh: -4; FXN GAA850 act: 1.0; ADAM10 inh: -36; DDE Tn6 FP inh: 5; GC-B act: -5

What do the screens show for `COC(=O)c1ccc2c(c1)NC(=O)C(N1CCOCC1)S2` (configuration not stated)?
GC-A act: 1; ASAP1 inh: 3; sPLA2-III inh: 5; rCAG binder: -3; proKLK7 act: 0.3; ARFGAP1 inh: 0; FXN GAA850 act: 1.2; ADAM10 inh: 0; DDE Tn6 FP inh: 12; GC-B act: 7

Results for Cc1ccc(S(=O)(=O)CCC(=O)c2ccc(F)cc2)cc1 ?
GC-A act: 71*; ASAP1 inh: -3; sPLA2-III inh: 10; rCAG binder: -5; proKLK7 act: 0.2; ARFGAP1 inh: -3; FXN GAA850 act: 1.1; ADAM10 inh: -3; DDE Tn6 FP inh: -2; GC-B act: -3

How did COc1ccc(-c2cc(C(=O)N3CCCCCC3)no2)cc1 do in these assays?
GC-A act: 1; ASAP1 inh: -5; sPLA2-III inh: -9; rCAG binder: -1; proKLK7 act: 0.7; ARFGAP1 inh: -3; FXN GAA850 act: 2.2; ADAM10 inh: 10; DDE Tn6 FP inh: 2; GC-B act: 3

What do the screens show for `O=C1Nc2c(c(=O)[nH]c(=O)n2-c2ccccc2F)C(C(F)(F)F)(C(F)(F)F)N1`?
GC-A act: 0; ASAP1 inh: 4; sPLA2-III inh: 10; rCAG binder: 2; proKLK7 act: 0.4; ARFGAP1 inh: -14; FXN GAA850 act: -0.3; ADAM10 inh: 3; DDE Tn6 FP inh: -6; GC-B act: -6

What do the screens show for `COc1ccc2cc(/C(C)=N/NC(=O)c3cc(C)oc3C)ccc2c1`?
GC-A act: 0; ASAP1 inh: 10; sPLA2-III inh: -6; rCAG binder: 1; proKLK7 act: 7.4; ARFGAP1 inh: 6; FXN GAA850 act: 0.8; ADAM10 inh: inactive; DDE Tn6 FP inh: 3; GC-B act: 1

What do the screens show for `CC(C)Cc1nnc(NC(=O)c2ccc3c(=O)n4c(nc3c2)CCC4)s1`?
GC-A act: -4; ASAP1 inh: 3; sPLA2-III inh: 5; rCAG binder: 5; proKLK7 act: -0.3; ARFGAP1 inh: 2; FXN GAA850 act: 2.5; ADAM10 inh: -8; DDE Tn6 FP inh: 1; GC-B act: 0

How did O=C(Cc1cccs1)NCc1ccc(F)cc1 do in these assays?
GC-A act: 0; ASAP1 inh: -10; sPLA2-III inh: 8; rCAG binder: 0; proKLK7 act: -0.3; ARFGAP1 inh: -5; FXN GAA850 act: -0.1; ADAM10 inh: 2; DDE Tn6 FP inh: -3; GC-B act: -1

Results for O=C(Cc1ccccc1)NCC(=O)N1CCN(Cc2cccc(Cl)c2)CC1 ?
GC-A act: -1; ASAP1 inh: 4; sPLA2-III inh: -2; rCAG binder: -1; proKLK7 act: 0.4; ARFGAP1 inh: -10; FXN GAA850 act: -0.5; ADAM10 inh: 1; DDE Tn6 FP inh: 1; GC-B act: -1

Results for CCOc1ccc(NC(=O)CCS(=O)(=O)c2ccc3c(c2)CCCN3C(=O)CC)cc1 ?
GC-A act: -1; ASAP1 inh: -11; sPLA2-III inh: -4; rCAG binder: -8; proKLK7 act: 2.1; ARFGAP1 inh: 12; FXN GAA850 act: -3.0; ADAM10 inh: 0; DDE Tn6 FP inh: -3; GC-B act: 0

How did Cc1c(NC(=S)N2CCN(c3cccc(Cl)c3)CC2)c(=O)n(-c2ccccc2)n1C do in these assays?
GC-A act: -4; ASAP1 inh: -10; sPLA2-III inh: 5; rCAG binder: -6; proKLK7 act: 0.3; ARFGAP1 inh: -3; FXN GAA850 act: 1.5; ADAM10 inh: -4; DDE Tn6 FP inh: 3; GC-B act: -2

Results for CCN1CCN(S(=O)(=O)c2ccc(C(=O)Nc3ccccc3)cc2)CC1 ?
GC-A act: -1; ASAP1 inh: 1; sPLA2-III inh: 1; rCAG binder: -5; proKLK7 act: -0.5; ARFGAP1 inh: 9; FXN GAA850 act: 1.5; ADAM10 inh: -15; DDE Tn6 FP inh: 1; GC-B act: 3

What do the screens show for `CCOC(=O)c1c(NC(=O)COC(=O)c2ccc(O)cc2)sc(C(=O)NC)c1C`?
GC-A act: 12; ASAP1 inh: -15; sPLA2-III inh: 7; rCAG binder: 5; proKLK7 act: 0.6; ARFGAP1 inh: 4; FXN GAA850 act: -0.7; ADAM10 inh: -11; DDE Tn6 FP inh: 6; GC-B act: 11

What do the screens show for `O=C(c1cccs1)N(Cc1ccc(Cl)cc1)C1CCS(=O)(=O)C1` (configuration not stated)?
GC-A act: -7; ASAP1 inh: -8; sPLA2-III inh: -4; rCAG binder: -2; proKLK7 act: -0.7; ARFGAP1 inh: -8; FXN GAA850 act: -0.2; ADAM10 inh: -2; DDE Tn6 FP inh: 4; GC-B act: -9

How did c1ccc(Oc2ncnc3ccccc23)cc1 do in these assays?
GC-A act: -1; ASAP1 inh: -12; sPLA2-III inh: 16; rCAG binder: 2; proKLK7 act: -1.0; ARFGAP1 inh: 5; FXN GAA850 act: -0.3; ADAM10 inh: -11; DDE Tn6 FP inh: 4; GC-B act: -7

What do the screens show for `CC(C)=CC(=O)Nc1nnc(C(C)C)s1`?
GC-A act: 3; ASAP1 inh: -1; sPLA2-III inh: -2; rCAG binder: 0; proKLK7 act: 0.5; ARFGAP1 inh: -12; FXN GAA850 act: 3.0; ADAM10 inh: 8; DDE Tn6 FP inh: -5; GC-B act: 3

How did O=C(CSc1nnc(NC(=O)c2c(F)cccc2F)s1)NCC1CCCO1 (configuration not stated) do in these assays?
GC-A act: 1; ASAP1 inh: 2; sPLA2-III inh: 3; rCAG binder: 4; proKLK7 act: 0.5; ARFGAP1 inh: -8; FXN GAA850 act: 1.9; ADAM10 inh: -5; DDE Tn6 FP inh: -8; GC-B act: 4

How did CC(C)(C)OC(=O)NCCCCCNC(=O)c1[nH]cnc1C(=O)Nc1cc(Br)ccc1F do in these assays?
GC-A act: -5; ASAP1 inh: 8; sPLA2-III inh: -4; rCAG binder: 2; proKLK7 act: 0.3; ARFGAP1 inh: -5; FXN GAA850 act: -3.0; ADAM10 inh: -9; DDE Tn6 FP inh: -1; GC-B act: -9

What do the screens show for `Cc1noc(C)c1-c1ccc(C(=O)NCc2ccco2)c2occc12`?
GC-A act: 10; ASAP1 inh: -11; sPLA2-III inh: -3; rCAG binder: 8; proKLK7 act: 0.5; ARFGAP1 inh: -7; FXN GAA850 act: 1.4; ADAM10 inh: -22; DDE Tn6 FP inh: -1; GC-B act: 15

Results for COc1ccc(CN(C(=O)c2nsc(Cl)c2Cl)C(C(=O)NC2CCCCC2)c2ccc(OC)cc2)cc1 (configuration not stated) ?
GC-A act: -7; ASAP1 inh: -10; sPLA2-III inh: 0; rCAG binder: 4; proKLK7 act: 0.2; ARFGAP1 inh: 11; FXN GAA850 act: 0.9; ADAM10 inh: 28*; DDE Tn6 FP inh: -7; GC-B act: -13

How did CC(=O)c1ccc(Nc2nc(-c3cccnc3)cs2)cc1 do in these assays?
GC-A act: -4; ASAP1 inh: -7; sPLA2-III inh: 3; rCAG binder: 3; proKLK7 act: 0.5; ARFGAP1 inh: 3; FXN GAA850 act: 4.5; ADAM10 inh: 2; DDE Tn6 FP inh: -4; GC-B act: -17

How did O=S(=O)(Nc1ccc(N=Nc2ccccc2)cc1)c1ccccc1 do in these assays?
GC-A act: 6; ASAP1 inh: 4; sPLA2-III inh: -60; rCAG binder: 31; proKLK7 act: 0.2; ARFGAP1 inh: 1; FXN GAA850 act: 0.4; ADAM10 inh: 20*; DDE Tn6 FP inh: 0; GC-B act: -4

Hits appear at their usual frequency; about 4.5% have a hit in one of these screens.
